Source: PubChem (National Center for Advancing Translational Sciences (NCATS))
MBNL1-CUG inh – inhibitors of human MBNL1 binding to CUG repeat RNA | 0.036% of 280,000 active | Q9NR56 | Potency, µM (series often up to 57.5 µM), inactives show at the top dose activity change, negative = inhibition, usual class: inhibitors | TR-FRET MBNL1-His/biotin-(CUG)12 binding, 665/545 ratio; active means well fitted inhibition curve with a large enough effect in the signal ratio, with a control signal flat, not every such curve was filed as active; inconclusive means small, poorly fitted or top-dose-only effect, or effect the other way, or a change in a side signal; inactive means no such curve, though single readings can be large or run the other way; the % refers to the signal ratio; further: potency means the concentration at half of the fitted maximal effect; on the % scale 0 is the no-effect control and ±100 the full control effect
Target sequence (Q9NR56 whole entry, looked up): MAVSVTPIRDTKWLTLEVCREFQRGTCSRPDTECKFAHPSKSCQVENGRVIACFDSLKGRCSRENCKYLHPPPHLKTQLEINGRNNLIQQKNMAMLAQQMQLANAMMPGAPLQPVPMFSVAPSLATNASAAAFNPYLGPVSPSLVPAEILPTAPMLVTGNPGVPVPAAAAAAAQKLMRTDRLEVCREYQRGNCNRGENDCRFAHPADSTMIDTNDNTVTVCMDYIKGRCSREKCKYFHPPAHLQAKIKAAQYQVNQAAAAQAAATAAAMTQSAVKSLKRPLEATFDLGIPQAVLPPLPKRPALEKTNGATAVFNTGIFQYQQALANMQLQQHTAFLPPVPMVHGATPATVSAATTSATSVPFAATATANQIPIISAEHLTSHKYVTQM
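Ratiometric TR-FRET (665 over 545 nm, excitation 340 nm) tracks disruption of MBNL1-His/biotin-(CUG)12 complex after 60 min at room temperature, with compounds at 92 nM to 58 uM final.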
TSHR antagonist – antagonists of human thyroid stimulating hormone receptor; P16473; TSHR-expressing cells, TSH-stimulated cAMP HTRF, 2 h; active compounds read low; activity change, negative = inhibition, % at 11.5 µM; 0.2% of 330,000 active; AID 504810;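 active means activity change below a set negative limit, meaning inhibition stronger than a set level, cut at about -70% in these data; inconclusive means activity change between two set negative limits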; further: on the % scale 0 is the no-effect control and ±100 the full control effect
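TSHR-expressing cells were treated with compounds, then stimulated with TSH at EC80 (4nM final) for 2 hours at 37 deg C. Cellular cAMP was measured by HTRF competition between lysate cAMP and cAMP-d2 for a cryptate-labelled anti-cAMP antibody.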
PTAP TSG101 blk – blocks PTAP/TSG101 interaction to inhibit HIV-1 budding; Potency, µM (top dose mostly 115 µM), for the others: at the highest dose activity change, negative = inhibition, most hits filed as inhibitors; AID 493005; Fluorescence polarization, FITC-PTAP peptide / Tsg101 binding; 340,000 tested, under 10 active; Q99816; active means well fitted inhibition curve with a large enough effect in the main read-out, with a control signal flat, not every such curve was filed as active; inconclusive means small, poorly fitted or top-dose-only effect, or effect the other way, or a change in a side signal; inactive means no such curve, though single readings can be large or run the other way; further: potency means the concentration at half of the fitted maximal effect; % of control where 0% means no effect
Target sequence (Q99816 whole entry, looked up): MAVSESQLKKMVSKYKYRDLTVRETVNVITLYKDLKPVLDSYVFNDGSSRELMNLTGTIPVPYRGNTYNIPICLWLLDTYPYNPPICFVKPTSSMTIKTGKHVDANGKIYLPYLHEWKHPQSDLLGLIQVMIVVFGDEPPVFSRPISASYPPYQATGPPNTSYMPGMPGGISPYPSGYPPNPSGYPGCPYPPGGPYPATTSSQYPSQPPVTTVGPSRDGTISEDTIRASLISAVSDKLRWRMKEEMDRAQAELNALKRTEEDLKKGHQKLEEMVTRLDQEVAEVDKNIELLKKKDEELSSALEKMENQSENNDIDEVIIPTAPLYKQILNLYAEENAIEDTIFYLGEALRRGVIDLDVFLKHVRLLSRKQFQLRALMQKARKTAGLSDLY
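Fluorescence polarization binding of Tsg101 binding domain (10 uM final) to FITC-labeled PTAP peptide (50 nM final) in HEPES pH 7.5 buffer with NaCl, Tween 20, EDTA, TCEP. Compounds added before peptide; binding 20 min at RT.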
Mito fusion yeast – mitochondrial division inhibition or fusion activation; S. cerevisiae fusion-defective mutant growth rescue, CellTiterGlo 48 h; Potency, µM (doses to about 46.1 µM), for inactives: at the top dose growth rescue (activation), most hits filed as activators; 0.23% of 320,000 active;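 further: potency means the concentration at half of the fitted maximal effect; % of control where 0% means no effect; nearly all actives have a fitted effect of over 45% in size; temperature-sensitive fusion mutants such as fzo1-1 at 37 °C on non-fermentable ethanol glycerol medium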
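S. cerevisiae fusion-defective temperature-sensitive mutants (e.g. fzo1-1, mgm1-5) grown 48 h at 37C in YPEG (ethanol/glycerol non-fermentable) medium with 23 nl compound per well; growth rescue read as CellTiterGlo luminescence.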
AT treatment – candidate therapy for ataxia-telangiectasia; […] A-T fibroblasts, KAP-1 phosphorylation AlphaLISA; neocarzinostatin DNA damage 30 min before lysis; Potency, µM (highest dose often 57.5 µM), for inactives: at the top dose activation, actives largely listed as activators; 0.19% of 320,000 active; AID 485349; further: potency means the concentration at half of the fitted maximal effect; % of control where 0% means no effect; nearly all actives have a fitted effect of over 45% in size
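ATM-like activity read as KAP-1 phosphorylation via AlphaLISA donor/acceptor antibody pairs after lysis and 6 hr at 25C. Cells were ATM-null patient fibroblasts ([…], hTERT), dosed 60 min, then exposed to the DSB inducer NCS for 30 min.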
Menin-MLL TR inh – menin-MLL binding inhibition, Texas Red mutant peptide; O00255; Menin + Texas Red MLL mutant peptide, fluorescence polarization; Potency, µM (top dose mostly 61.6 µM), for inactives: at the highest dose FP activity change, negative = inhibition, actives largely listed as inhibitors; 0.23% of 270,000 active; active means well fitted inhibition curve with a large enough effect in the polarisation, with a control signal flat, not every such curve was filed as active; inconclusive means small, poorly fitted or top-dose-only effect, or effect the other way, or a change in a side signal; inactive means no such curve, though single readings can be large or run the other way; the % refers to the polarisation; further: potency means the concentration at half of the fitted maximal effect; % of control where 0% means no effect; many of its hits are not listed in these tables
TCR act – activators of T cell receptors; primary human leukocytes, anti-CD3, IL-2 HTRF, 48 h; Potency, µM (highest dose often 9.22 µM), for the others: at the highest dose activation of IL-2 secretion, most hits filed as activators; 330,000 tested, under 10 active; further: % of control where 0% means no effect
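1) Mix primary human leukocytes, a-CD3 beads and compound. 2) Incubate 48 hr. 3) Add HTRF IL-2 reagents (a-IL-2-K, a-IL-2-d2).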
CXXC DNA block – inhibitors of human MLL CXXC domain-DNA interaction; Q03164; MLL-CXXC / FITC-HOXA9 DNA fluorescence polarization; Potency, µM (doses to about 115 µM), for inactives: at the highest dose activity change, negative = inhibition, usual class: inhibitors; 0.037% of 290,000 active; AID 2662; active means well fitted inhibition curve with a large enough effect in the polarisation, with a control signal flat, not every such curve was filed as active; inconclusive means small, poorly fitted or top-dose-only effect, or effect the other way, or a change in a side signal; inactive means no such curve, though single readings can be large or run the other way; the % refers to the polarisation; further: potency means the concentration at half of the fitted maximal effect
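Fluorescence polarization: 7 uM MLL-CXXC (stock) preincubated 5 min with compounds, then 50 nM fluorescein-HOX-A9 DNA (stock) added; 30 min ambient. Buffer 50 mM Tris-HCl pH 7.5, 50 mM NaCl, 1 mM DTT, 0.05% BSA.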
ASM inhibitor – blocks human secretory acid sphingomyelinase; P17405; placental ASM, HMU-PC fluorogenic substrate, 60 min; Potency, µM (titrated, usually from 57.5 µM), for inactives: top-dose activity change, negative = inhibition, hits mostly inhibitors; 0.006% of 340,000 active; AID 504937; further: potency means the concentration at half of the fitted maximal effect
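Human placenta-derived ASM preincubated with compound 10 min at room temperature, then reacted with 9 uM (final) fluorogenic HMU-PC substrate for 60 min at 37 C. Stop solution raises pH to 10; fluorescence read at Ex 386/Em 447 nm.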
Integrin act MD – activators of alpha7 integrin expression for muscular dystrophy; alpha7betagal myoblasts, beta-gal FDG fluorescence, 48 h; Potency, µM (doses to about 38.3 µM), without a hit: at the highest dose activation, actives largely listed as activators; 0.064% of 350,000 active;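 further: potency means the concentration at half of the fitted maximal effect; 100% = response of the positive control SU9516; nearly all actives have a fitted effect of over 60% in size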
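alpha7betagal+/- myoblasts (passage 13, 250/well) treated 48 h at 37C with compounds at 1:260 dilution of DMSO stock. Lysed, then beta-galactosidase activity read as FDG fluorescence (ex 480/em 540) after 30 min, with pre-read for autofluorescence.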
Numbers without * were called inactive; ? = inconclusive; . = not tested or not shown; [ ] = remark or other dose. Unless noted, the call rests on the fitted dose curve; in most records, active means well fitted curve in the direction sought with a large enough effect; inconclusive means small, poorly fitted or top-dose-only effect, or another doubt; inactive means no such curve, though single readings can be large; an effect the other way counts as inactive or inconclusive. The list is partial; count on the stated rates, not on these rows.

Screens in order: MBNL1-CUG inh	TSHR antagonist	PTAP TSG101 blk	Mito fusion yeast	AT treatment	Menin-MLL TR inh	TCR act	CXXC DNA block	ASM inhibitor	Integrin act MD
- O=C(CN1C(=O)NC2(CCCCCCC2)C1=O)Nc1ccc(Br)cc1Br
 : .	3	-4%	11%	-1%	.	4%	.	-5%	?
- CC1SC(c2ccccc2)N(CC(O)c2ccc([N+](=O)[O-])cc2)C1=O (stereo not drawn)
 : ?	-9	0%	-2%	1%	-7%	9%	1%	-3%	6%
- Cc1cc(C(=O)CSc2nnnn2C)c(C)n1CCc1ccc(Cl)cc1
 : -2%	-4	-6%	11%	1%	5%	8%	5%	0%	9%
- CC(C)(O)C#Cc1ccc(CNC[C@H]2O[C@@H](n3cnc(C(N)=O)n3)[C@H](O)[C@@H]2O)s1
 : .	.	2%	.	.	.	8%	.	5%	20%
- CC(C(=O)N1c2ccccc2CCc2ccccc21)n1nnc(-c2ccc(N(C)C)cc2)n1 (stereo not drawn)
 : 27%	-25	-2%	21%	.	1%	-4%[46.1 µM]	2%	-3%	-1%
- Cc1cc(C(=O)CN2C(=O)C(=O)N(C3CCCC3)C2=O)c(C)n1-c1ccc(F)cc1
 : .	2	2%	5%	-2%	-2%	-1%	22%	-3%	32%
- O=C(NC(=S)NCc1ccc(Cl)cc1Cl)c1ccco1
 : .	-3	1%	.	31%	.	-6%	.	-13%	-4%
- O=C1c2ccc3c4c(ccc(c24)C(=O)N1CCCCO)C(=O)N(CCCCO)C3=O
 : ?	-15	-6%	-1%	13%	?	1%	?	31%	-58%[inhibitor]
- Cc1ccc(S(=O)(=O)NNC(=O)Nc2cccc(C)c2C)c(C)c1
 : -4%	-3	-5%	0%	11%	.	-1%	0%	-2%	-29%
- O=C(NC1CCSc2ccccc21)c1cccc(S(=O)(=O)N2CCOCC2)c1 (stereo not drawn)
 : .	-4	-1%	-7%	4%	.	2%	.	2%	-14%
- O=S(=O)(Nc1ccccc1)c1ccc(S(=O)(=O)N2CCCC2)cc1
 : .	-4	-2%	-3%	0%	.	-2%	.	-2%	-22%
- COc1ccc(NC(=O)CN(C)C(=O)c2ccc3c(c2)OCCO3)cc1
 : .	4	-3%	0%	15%	.	6%	.	-1%	15%
- S=C(Nc1ccc(Cl)cc1)NC1CC2CCCC(C1)N2C1CC1 (stereo not drawn)
 : -5%	8	-4%	-2%	.	-13%	-21%	11%	-1%	-14%
- COc1ccc(C2/C(=C(/O)c3ccc(F)cc3)C(=O)C(=O)N2c2ccccn2)cc1OC (stereo not drawn)
 : 15%	-11	1%	1%	4%	0%	0%	-2%	0%	4%
- COc1ccc(-c2[nH]ncc2CN2CCCO2)cc1F
 : -13%	-13	-8%	2%	3%	11%	-1%	0%	0%	1%
- CSc1ccc(NC(=O)NCCCN2CCN(c3ccccc3F)CC2)cc1
 : -4%	14	-7%	-5%	4%	3%	1%	-5%	-1%	-31%
- C=CCNC(=O)/C(=C/c1ccc(Br)cc1)NC(=O)c1ccccc1OC
 : -1%	0	1%	-3%	1%	6%	1%	4%	-2%	23%
- COc1cccc(CSc2nc3ccncc3[nH]2)c1
 : -5%	-23	-1%	-1%	18%	.	-4%	5%	1%	14%
- NC(=O)C1(Nc2ccc(Br)cc2)CCCC1
 : .	.	-9%	.	.	.	-3%	.	5%	13%
- COc1cc(NC(=O)COC(=O)CNC(=O)c2cc(C)cc(C)c2)c(C)cc1[N+](=O)[O-]
 : ?	1	-1%	1%	-9%	2%	7%	-7%	-1%	-3%
- Cc1cc(C)cc(Oc2coc3c(CN(C)C)c(O)ccc3c2=O)c1
 : 15%	-2	-1%	3%	8%	7%	1%	-4%	348%[activator]	5%
- O=C(Cn1[nH]c(=O)c2ccccc2c1=O)OCC(=O)N1CCc2ccccc2C1
 : -7%	1	-5%	1%	13%	-13%	.	5%	0%	5%
- CCCC(c1nnnn1CCc1ccccc1)N1CCN(C2CCCC2)CC1 (stereo not drawn)
 : -4%	3	-5%	-4%	1%	-15%	-2%	0%	6%	-11%
- N#Cc1nc(COc2ccccc2)oc1NCCN1CCOCC1
 : -6%	-9	-2%	4%	2%	-4%	-4%	-3%	2%	28%
- COc1ccc(C)c(-n2c(N)cc(=O)n(Cc3ccccc3)c2=O)c1
 : .	1	-3%	-1%	5%	.	0%	2%	5%	-10%
- COc1ccc(N(CC(=O)NC2CCCC2)S(=O)(=O)c2ccc(NC(C)=O)cc2)cc1
 : -3%	-4	-3%	-1%	7%	13%	-4%	1%	0%	-15%
- COc1ccc(C(=O)NCC(=O)OCC(=O)NCCC2=CCCCC2)cc1
 : -3%	12	-3%	-2%	-1%	4%	-2%	14%	-1%	-15%
- CCc1ccc(S(=O)(=O)N2CCCC(N3CCN(c4ccc(OC)cc4)CC3)C2)cc1 (stereo not drawn)
 : -6%	-15	.	-6%	0%	.	-2%	-3%	1%	-31%
- Cc1ccc(NC(=O)COc2cccc(-n3cnnn3)c2)cc1[N+](=O)[O-]
 : ?	19	-2%	-9%	5%	?	-1%	-18%	-5%	-34%[inhibitor]
- CCn1c2c(c3cc(C(=O)O)ccc31)CCCC2=O
 : 30%[activator]	1	-1%	4%	-4%	12%	-1%	4%	4%	23%
- CCCc1nnc(NC(=O)C2CCN(C(=O)C3CC(=O)N(c4ccc(C)cc4)C3)CC2)s1 (stereo not drawn)
 : -3%	-1	0%	-14%	-6%	-25%	-2%	-3%	-12%	-11%
- Cc1ccc(/C=N/NC(=O)CCn2nc(C)cc2C)c(C)c1
 : 3%	-3	1%	-10%	1%	-12%	-2%	27%	4%	-6%
- Cn1c(N)c(C(=O)COc2ccc(C#N)cc2)c(=O)n(C)c1=O
 : -2%	82	3%	-2%	3%	-22%	2%	7%	2%	-12%
- CN(CC(=O)Nc1cccc(F)c1)C(=O)CNC(=O)Cc1cccc2ccccc12
 : .	12	-1%	-4%	-1%	.	1%	.	-1%	-13%
- CCc1ccc(Nc2ccc(C(N)=O)cc2[N+](=O)[O-])cc1
 : ?	-2	0%	?	-1%	5%	2%[46.1 µM]	8%	-25%	-9%
- Cc1ccc(Nc2ncnc(Cl)c2N)cc1
 : .	.	-4%	.	.	.	4%	.	1%	11%
- CCCn1c(NC(=S)Nc2ccccc2)nc2ccccc21
 : 97%[activator]	-2	-2%	-6%	5%	-9%	-4%[46.1 µM]	10%	-8%	-46%[inhibitor]
- NC(=O)C[C@H]1NC(=O)[C@H](CCC(=O)O)NC(=O)c2cc([N+](=O)[O-])cc(I)c2NCCC[C@@H](C(N)=O)NC1=O
 : ?	-1	-1%	-5%	-13%	-1%	-11%	6%	-3%	-9%
- COc1ccc(/C=C(\C#N)C(=O)OCC(=O)Nc2c(C)cccc2C)cc1
 : 12%	-4	5%	-8%	1%	-25%	4%[46.1 µM]	22%	1%	-3%
- CCCS(=O)(=O)N1CCCC(C(=O)NCCCN(CC)c2cccc(C)c2)C1 (stereo not drawn)
 : -18%	-6	-1%	0%	-9%	?	3%	-1%	2%	5%
- COc1ccc2nc(NC(=O)Nc3cccc4ccccc34)sc2c1
 : 4%	4	-1%	-2%	-3%	?	7%	8%	0%	-75%[inhibitor]
- Cc1ccc(C(C(=O)NC2CCCC2)N(Cc2ccco2)C(=O)CCC(=O)Nc2ccccn2)cc1 (stereo not drawn)
 : 4%	-5	1%	1%	0%	-2%	1%	8%	1%	-11%
- O=C(C[n+]1cc(Br)cc(Br)c1)c1ccccc1
 : 24%	6	-3%	-6%	-15%	-22%	-3%	?	-9%	-1%
- CC(C)Cn1cc(C(=O)N2CCOCC2)c2c3ccccc3n(C)c2c1=O
 : 7%	0	-1%	4%	7%	4%	.	-6%	10%	-5%[7.66 µM]
